# KB-V1 cytotox: kills drug-selected multidrug resistant KB-V1 cells; 400,000 tested, 3.4% active; KB-V1 MDR cells viability, CellTiter-Glo, 72 h; Potency, µM (series often up to 46.1 µM), for the others: at the highest dose activity change, negative = cytotoxicity, usual class: cytotoxic; further: potency means the concentration at half of the fitted maximal effect; on the % scale 0 is the no-effect control and ±100 the full control effect; nearly all actives have a fitted effect of over 60% in size
#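 Cytotoxicity toward P-gp-expressing KB-V1 cells was determined as loss of CellTiter-Glo luminescence after 72 h at 37 degrees C. Compounds were tested in quantitative HTS format across a concentration range, with curves fitted to normalized data.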
# aSyn yeast inh: inhibitors of alpha-synuclein toxicity in yeast | Yeast expressing alpha-synuclein, growth rescue, BacTiter-Glo, 24 h | Potency, µM (top dose mostly 46.1 µM), without a hit: top-dose growth rescue (activation), actives largely listed as activators | 370,000 tested, 0.14% active | AID 652106; further: potency means the concentration at half of the fitted maximal effect; % of control where 0% means no effect; nearly all actives have a fitted effect of over 65% in size
#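 Galactose-induced alpha-syn yeast (OD600=0.02, raffinose-pregrown) + pinned cpd, 24 hr, 30 deg C; growth by BacTiter-Glo luminescence. Growth restoration scores as activation.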
# DRD3 agonist: activates the human D3 dopamine receptor; P35462; D3R DiscoveRx beta-arrestin cells, luminescence, 90 min; max activation, %; 410,000 tested, 0.58% active; in the data active means max activation above about 30%; further: 0% is about no effect; mostly tested at two doses, the higher about 12 µM
# Target sequence (P35462 whole entry, looked up): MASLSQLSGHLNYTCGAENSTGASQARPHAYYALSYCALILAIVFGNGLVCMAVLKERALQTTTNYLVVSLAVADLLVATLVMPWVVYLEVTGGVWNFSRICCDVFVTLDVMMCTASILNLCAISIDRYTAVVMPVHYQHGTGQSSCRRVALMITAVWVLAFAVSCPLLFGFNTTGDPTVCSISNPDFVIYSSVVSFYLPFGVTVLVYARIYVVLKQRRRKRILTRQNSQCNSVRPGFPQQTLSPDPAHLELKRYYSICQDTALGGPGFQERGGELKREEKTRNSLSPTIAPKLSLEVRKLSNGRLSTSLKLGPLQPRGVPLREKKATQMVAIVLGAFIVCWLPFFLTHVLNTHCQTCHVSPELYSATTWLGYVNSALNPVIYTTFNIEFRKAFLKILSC
#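 Agonist-mode cell screen: cells plated at 1500/well and incubated overnight at 37 °C, then exposed to library compounds for 90 min at 37 °C. Detection reagent was added for 30–60 min at room temperature, and luminescence was read.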
# D3 antag: blocks the human D3 dopamine receptor | D3R cells, DiscoveRx beta-arrestin luminescence, antagonist mode; active compounds read low | max response, negative = inhibition, % | 360,000 tested, 2.5% active; in the data active means max response below about -50%; inconclusive means no clear call, values can overlap the other calls; further: on the % scale 0 is the no-effect control and ±100 the full control effect; mostly tested at two doses, the higher about 12 µM
#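 Cells plated overnight at 1500 cells/well, then exposed to library compounds with dopamine controls for 90 minutes at 37 degrees C. DiscoveRx reagent added for 30–60 minutes at room temperature; luminescence read, quantitative HTS format.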
# GLP-1R agonist: activates the human GLP-1 receptor; HEK293 GLP-1R CRE-luciferase, luminescence, 4-6 h; cells express a hypersensitive GLP-1R form; AID 624172; Potency, µM (top dose mostly 45.6 µM), inactives show top-dose activation, hits mostly activators; 380,000 tested, 0.007% active; further: potency means the concentration at half of the fitted maximal effect; % of control where 0% means no effect
# Target sequence (P43220 whole entry, looked up): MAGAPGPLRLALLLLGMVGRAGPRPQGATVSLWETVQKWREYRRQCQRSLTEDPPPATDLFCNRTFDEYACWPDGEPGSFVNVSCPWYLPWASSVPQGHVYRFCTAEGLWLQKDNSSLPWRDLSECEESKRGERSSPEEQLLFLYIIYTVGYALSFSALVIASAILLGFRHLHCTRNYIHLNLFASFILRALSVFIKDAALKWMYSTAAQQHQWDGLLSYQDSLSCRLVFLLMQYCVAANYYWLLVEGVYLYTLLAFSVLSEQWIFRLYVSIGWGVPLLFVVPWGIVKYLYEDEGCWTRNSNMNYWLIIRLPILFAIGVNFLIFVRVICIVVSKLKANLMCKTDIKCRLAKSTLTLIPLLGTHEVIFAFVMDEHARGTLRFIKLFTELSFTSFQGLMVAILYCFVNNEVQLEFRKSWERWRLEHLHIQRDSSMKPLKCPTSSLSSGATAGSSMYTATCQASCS
# TDP43 rescue: TDP-43 toxicity inhibition in yeast; TDP-43 expressing yeast growth rescue, BacTiter-Glo, 24 h; Potency, µM (top dose mostly 46.1 µM), for inactives: top-dose growth rescue (activation), actives largely listed as activators; 410,000 tested, 1.8% active; AID 652104; further: potency means the concentration at half of the fitted maximal effect; % of control where 0% means no effect; nearly all actives have a fitted effect of over 50% in size
#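 Yeast cells expressing TDP-43 under galactose induction are exposed to compounds for 24 hr at 30 deg C. BacTiter-Glo luminescence measures growth, so protective compounds score as activators.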
# PTHR1 agonist: activates the human parathyroid hormone receptor PTHR1; HEK293 GP2 PTHR1 cells, GloSensor cAMP luminescence, 1 h; Potency, µM (doses to about 115 µM), for the others: at the highest dose activation, most hits filed as activators; 410,000 tested, 0.075% active; AID 743266; further: potency means the concentration at half of the fitted maximal effect; nearly all actives have a fitted effect of over 55% in size; some results filed as inactive show a strong effect at the top dose; inactives centre near -15; many of its hits are not listed in these tables
#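 HEK-293-derived GP2 cells expressing PTHR1 and a GloSensor cAMP reporter, 3,000/well, plated overnight, given luciferin plus IBMX (each 0.5 mM as added) for 1 h at 37 °C, then compound for 1 h at 37 °C. Luminescence was read after 15 min at room temperature.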
# GLP1R cytotox: cytotoxic in the GLP-1 receptor inverse agonist counter-screen. HEK293 cAMP-luciferase reporter cells, luminescence, 24 h. Potency, µM (series often up to 38.3 µM), inactives show at the highest dose activity change, negative = inhibition, usual class: inhibitors. 410,000 tested, 0.13% active;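 further: loss of luciferase light is scored as toxicity; potency means the concentration at half of the fitted maximal effect; on the % scale 0 is the no-effect control and ±100 the full control effect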
#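 Quantitative HTS format, 1536 wells, 200 cells/uL seeded. Compounds: 23 nL, 24 h, 37 °C. Detection: luciferase reagent, luminescence at 12 min RT; decreased signal taken as cytotoxic.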
# GLP-1R inv ag: acts as inverse agonist at human GLP-1 receptor; P43220; HEK293 GLP-1R CRE-luciferase, luminescence, 24 h; GLP-1R form is constitutively active; Potency, µM (doses to about 38.3 µM), without a hit: top-dose activity change, negative = inhibition, most hits filed as inhibitors; 410,000 tested, 1.6% active; AID 624417; further: potency means the concentration at half of the fitted maximal effect; on the % scale 0 is the no-effect control and ±100 the full control effect; nearly all actives have a fitted effect of over 55% in size
#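 Inverse agonism was detected as reduced cAMP-driven luciferase luminescence after 24 h compound treatment. The cells were HEK293 clones expressing constitutively active human GLP-1R with the reporter. Reporter-only and GPR119 cell lines served as counterscreen controls.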
# Numbers without * were called inactive; i = inactive; ? = inconclusive; . = no result given; & = joins results of further samples; [ ] = remark or other dose. Unless noted, the call rests on the fitted dose curve; in most records, active means well fitted curve in the direction sought with a large enough effect; inconclusive means small, poorly fitted or top-dose-only effect, or another doubt; inactive means no such curve, though single readings can be large; an effect the other way counts as inactive or inconclusive.
SMILES,aSyn yeast inh,DRD3 agonist,D3 antag,KB-V1 cytotox,PTHR1 agonist,GLP-1R inv ag,TDP43 rescue,GLP1R cytotox,GLP-1R agonist
COc1ccc(NC(=O)c2cccc(S(=O)(=O)NCc3ccccc3)c2)cc1S(N)(=O)=O,-0.4%[1.84 µM],6.1,9.8,0.0%,i,13.5%,10.8%,-9.6%,9.2%
Cc1ccccc1OCc1n[nH]c(=S)n1-c1ccccc1,0.5%,0.5,-10.8,0.5%,-3.4%,-1.9%,4.6%,?,4.0%
O=C(NCCCn1ccnc1)c1cc(-c2cccc(O)c2)on1,-6.2%,-8.5,-15.1,-13.9%,i,6.5%,8.8%,-1.4%,2.3%
COc1nc(-c2ccccc2)ccc1-c1noc(-c2ccccc2F)n1,-1.1%,1.6,27.9,20.3%,-12.2%[57.5 µM],15.9%,-17.6%,5.7%,1.4%
COc1ccc(CCNC(=O)CCCOc2cccc(C)c2C)cc1OC,10.7%,-16.0,15.9,?,-1.5%,?,29.9%,-4.5%,0.5%
Fc1ccc(CSc2ncnc3sc4c(c23)CCCC4)cc1,-0.5%,-5.1,-7.3,-6.2%,i,0.0%,19.4%,-5.1%,-0.7%
COc1ccc(OCc2ccc(-c3nc(C#N)c(N4CCN(c5ccccc5)CC4)o3)o2)cc1,.,-3.0,.,-10.5%,i,3.2%,6.1%,-2.1%,.
COc1cccc(CNC(=O)CSc2nc3ccccc3nc2Cc2ccc(C)cc2)c1OC,.,7.4,.,0.0%,-4.2%,3.7%,15.7%,-3.3%,0.3%
OC(c1ccccc1)(c1ccccc1)C1CCN(CCCOc2cccc(OC(F)(F)F)c2)CC1,-18.6%,-13.5,-80.5*,-25.4%,-41.2%[inhibitor],?,21.4%,?,-11.6%
COc1cc(/C=N/N=C2/SCC(=O)N2c2ccc(O)cc2)ccc1O,-0.4%,1.4,-10.2,2.0%,i,-10.6%,16.0%,-2.6%,9.6%
COCc1c(C(=O)N2CCN(S(=O)(=O)c3ccccc3Cl)CC2)oc2ccccc12,4.3%,0.5,4.7,-15.4%,-28.2%,?,11.2µM*,-2.4%,21.1%
COc1ccc(N)cc1S(=O)(=O)Nc1ccccc1Cl,1.0%,2.3,11.3,11.6%,-4.4%,11.5%,-15.0%,7.4%,7.6%
COc1ccc2c(C)cc(SCC(=O)Nc3ncc(Cl)cc3Cl)nc2c1,-0.3%,4.4,0.0,18.4µM*,i,-6.0%,8.9%,5.1%,-1.6%
O=C(Nc1ccccc1)N1CCc2ccccc2C1,-13.0%,-8.3,0.0,20.0%,-11.5%[57.5 µM],7.3%,13.4%,2.6%,-8.2%
COc1ccc(-c2cc(C(F)F)n3ncc(C(=O)N4CCN5CCCC5C4)c3n2)cc1 (stereo unspecified),-0.6%,-6.6,?,-0.4%,i,0.2%,5.1%,-1.9%,1.7%
COc1ccccc1NC(=O)CNC(=O)c1ccc([N+](=O)[O-])cc1,-8.9%,-0.4,-1.9,-3.6%,i,11.6%,-2.3%,0.7%,7.0%
CS(=O)(=O)N1N=C(c2ccc3nccnc3c2)CC1c1ccccc1 (stereo unspecified),9.4%,15.0,?,?,i,2.2%,-6.2%,-9.1%,23.5%
N=C1/C(=C/c2ccco2)C(=O)N=C2SC(CC(=O)N3CCCC3)=NN12,3.9%,0.1,-11.3,27.2%,9.4%,15.5%,-11.2%,-5.7%,-1.0%
O=C(NCCc1ccccc1)C(=O)N/N=C/c1ccccc1C(F)(F)F,-10.6%,0.7,3.0,-12.7%,1.1%[57.5 µM],-19.5%,-10.6%,5.8%,-3.6%
Cc1ccc(NC(=O)C(=S)NCc2ccco2)cc1,-11.7%,6.7,0.7,4.6%,-32.7%[inhibitor][57.5 µM],30.4%[activator],4.0%,-8.4%,-3.6%

# The final 2 compounds of the section above come first, to join the parts.
SMILES,aSyn yeast inh,DRD3 agonist,D3 antag,KB-V1 cytotox,PTHR1 agonist,GLP-1R inv ag,TDP43 rescue,GLP1R cytotox,GLP-1R agonist
O=C(NCCc1ccccc1)C(=O)N/N=C/c1ccccc1C(F)(F)F,-10.6%,0.7,3.0,-12.7%,1.1%[57.5 µM],-19.5%,-10.6%,5.8%,-3.6%
Cc1ccc(NC(=O)C(=S)NCc2ccco2)cc1,-11.7%,6.7,0.7,4.6%,-32.7%[inhibitor][57.5 µM],30.4%[activator],4.0%,-8.4%,-3.6%
Cc1nc(-c2ccccc2)sc1C(N)=O,0.3%,-3.7,-9.7,-19.6%,-20.5%[57.5 µM],51.2%[activator],0.0%,0.0%,-4.8%
O=S(=O)(c1cccs1)N1CCN(Cc2cccc(F)c2)CC1,3.0%,0.7,-4.3,16.9%,i,?,11.4%,3.7%,2.4%
CCOC(=O)CSc1nc(C)nc2c1sc1nc(C)c(C(C)=O)c(-c3ccc(OC)cc3)c12,-3.5%,-0.9,-7.9,-0.3%,-17.6%,26.6%,2.7%,0.7%[1.53 µM],-0.4%
O=C(CN(C(=O)c1csnn1)c1cccc(Cl)c1)NCCc1ccccc1,0.4%,-35.3,9.6,?,i,?,0.6%,-22.1%,0.9%
O=[N+]([O-])c1ccccc1/C=C/C=N/Nc1ccc(S(=O)(=O)Nc2ccc(Cl)cc2)cc1[N+](=O)[O-],-3.3%,-9.2,?,?,i,?,-2.1%[9.22 µM],-15.9%,1.7%
CCOc1ccc(-c2nnc(SCC(=O)NCCc3ccccc3)nc2-c2ccc(OCC)c(OC)c2)cc1OC,.,3.6,.,10.3%,21.7%,27.9%,1.7%,-6.9%,.
CCOc1ccc(C(=O)NCC(c2ccc3c(c2)OCO3)N2CCOCC2)cc1 (stereo unspecified),.,-2.0,.,-5.8%,i,1.9%,15.7%,3.6%,.
OC[C@@H]1CN(Cc2ccc(Cl)cc2)C[C@H](n2cnc3c(NC4CCCC4)ncnc32)O1,8.0%,2.6,27.7,-6.2%,-19.9%,-12.6%,2.2%,-2.3%,3.6%
O=C(CSc1nnc(COc2ccccc2)o1)NCCc1ccccc1,-11.9%,2.7,0.0,-13.2%,-8.8%[57.5 µM],?,14.0%,-8.9%,0.5%
Cc1ccc2c(Cl)cc(Cl)c(OCC(=O)Nc3cccc(S(N)(=O)=O)c3)c2n1,6.3%,0.8,6.8,?,-16.1%,71.0%[activator],5.6%,-0.8%,22.1%
Cc1ccc(CNC(=O)COC(=O)c2cncc(Br)c2)cc1,5.8%,8.7,4.5,0.0%,i,1.9%,11.9%,-5.4%,-0.3%
CCN(CC(=O)Nc1c(F)cccc1F)C(=O)c1ccc(N2CCOCC2)c([N+](=O)[O-])c1,-3.9%,-6.9,?,?,i,16.8%,-1.7%,-27.0%,14.8%
CCOc1ccc(Cl)cc1CNc1nnnn1C,-3.8%,0.3,-14.4,6.0%,5.1%,20.5%,-19.2%,3.2%,2.7%
COc1ccccc1C(=O)Nc1ccc(S(=O)(=O)Nc2cc(C)on2)cc1,-5.4%,5.6,-26.0,1.9%,i,0.3%,-0.5%,-5.0%,-8.3%
COc1ccccc1N1CCN(C(=O)c2cccc(C(=O)N3CCN(c4ccccc4OC)CC3)c2)CC1,-4.3%,13.5,52.9,-29.3%,-27.1%,?,.,-16.9%,-1.8%
CCC1CN(C(=O)N2CCC(C(=O)NCc3ccc(C)o3)CC2)c2cc(C)ccc2O1 (stereo unspecified),3.3%,0.3&-8.6,4.0,-9.4%,-15.6%,?,15.1%&-0.9%,-5.0%&2.0%,4.4%
COc1ccccc1/C=C/c1nc(S(=O)(=O)c2ccccc2)c(N(C)C)o1,5.0%,-1.5,11.7,-3.5%,-41.8%[inhibitor],-23.9%,3.1%,-5.9%,-1.8%
COc1ccc(NC(=O)Cn2nnc(C(=O)NCCc3ccccc3)c2N)c(OC)c1,-2.3%,5.6,7.2,4.3%,i,0.3%,0.2%,-3.3%,-4.6%
CCOC(=O)c1[nH]cnc1C(=O)N[C@@H](C)c1ccccc1,-14.0%,7.9,12.3,0.0%,-15.7%,47.6%[activator],8.8%,-28.5%,-4.0%
CN(CC(=O)Nc1ccc(Cl)cc1)C(=O)c1ccc(COc2ccccc2)cc1,-3.7%,-13.1,-17.2,-5.2%,-9.8%,?,-7.3%,?,-3.6%
Cc1ccc(-n2c(=O)c3c4c(sc3n3c(C)nnc23)COC(C(C)C)C4)cc1 (stereo unspecified),8.6%,4.7,0.0,-1.5%,i,10.3%,-3.5%,1.5%,-5.4%
O=C(Nc1cc(Cl)cc(Cl)c1)c1ccc(F)c(S(=O)(=O)N2CCCC2)c1,.,-2.4,.,.,-40.8%[inhibitor],?,17.8µM*,-26.8%,.
Cc1cc(C(=O)Nc2ccc(Cl)cc2)c(C)n1-c1ccccc1,-32.2%[inhibitor],1.2,4.5,?,-39.0%[inhibitor],-82.3%,?,-8.0%,-21.5%
CCc1ccc(NCc2cc3cc(OC)c(OC)cc3n(CC(=O)Nc3cc(C)ccc3C)c2=O)cc1,1.5%,3.5,.,?,i,5.1%,21.5%,1.8%,17.5%
O=C(Nc1sc2c(c1C(=O)O)CCCCC2)c1cccs1,-70.1%[inhibitor],-0.3,4.9,?,-45.2%[inhibitor],?,-93.8%[inhibitor],-18.6%,-7.6%
O=C(Cc1ccc(F)cc1)N[C@@H]1c2ccccc2CC[C@H]1OCc1ccccc1,2.2%,14.3,0.0,0.0%,i,0.3%,17.6%,-9.6%,-0.8%
O=C(Nc1nnc(-c2cccnc2)o1)c1cccc(Cl)c1,?,5.0,0.2,?,-8.3%,12.0%[0.307 µM],-25.0%,-0.7%[0.307 µM],4.0%
COc1cc(NC(=O)/C=C/c2ccccc2)c(C(=O)O)cc1OC,-0.6%,7.2,1.9,3.1%,i,20.6%,2.7%,-3.9%,-2.8%

# Bioassay records (PubChem BioAssay)

# Only part of the results is shown, so the mix of outcomes need not match the whole.
